FBA Mtb inh – Mtb FBA enzyme inhibitors, primary screen, biochemical, fluorescence, strain H37Rv; Fructose-bisphosphate aldolase (Mycobacterium tuberculosis (strain ATCC 25618 / H37Rv)), …; purified M. tuberculosis FBA, fluorescence read-out; inhibition, % at 1 µM; 360,000 compounds, 2.3% hits; in the data active = inhibition above about 27%;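 note: 0% = vehicle and 100% = reference inhibitor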
BoNT-A LC inh2 – BoNT/A light chain protease inhibitors, primary screen, biochemical, flow cytometry, MLPCN library; 360,000 compounds, 0.17% hits; multiplex microsphere protease substrate cleavage; inhibition, % at 10 µM; Botulinum neurotoxin type A light chain protease (Clostridium botulinum A str. ATCC 3502); note: plate controls were buffer without enzyme for full effect and enzyme alone for no effect
FadD28 binding – inhibitors of FadD28 bisubstrate probe binding, primary screen, biochemical, fluorescence polarization, single point; Mycobacterium tuberculosis FadD28 fatty-acid-AMP ligase; inhibition, % at 12.5 µM; 360,000 compounds, 0.22% hits; in the data active = inhibition above about 8.5%, passing the limit was not always enough; inconclusive = no clear call, values can overlap the other calls
UGM FP inh – M. tuberculosis UGM enzyme inhibitors, primary screen, biochemical, fluorescence polarization, single point; UDP-galactopyranose mutase (Mycobacterium tuberculosis (strain ATCC 25618 / H37Rv)), …; purified UGM, fluorescence polarization probe displacement; inhibition, % at 10 µM; 320,000 compounds, 0.06% hits; AID 504406, 2011; in the data active = inhibition above about 10%, passing the limit was not always enough; inconclusive = no clear call, values can overlap the other calls
BioA inh – M. tuberculosis BioA enzyme inhibitors, primary screen, biochemical, plate reader, single point, HTS | inhibition, % at 9.99 µM | 7,8-diaminopelargonic acid synthase BioA (Mycobacterium tuberculosis) | AID 602481, 2012 | 360,000 compounds, 0.096% hits | purified M. tuberculosis BioA enzyme; in the data active = inhibition above about 40%; inconclusive = no clear call, values can overlap the other calls
GDH-TPI inh – GDH-TPI coupling enzyme inhibitors, primary screen, artefact control for M. tuberculosis FBA inhibitor project, biochemical, absorbance, full deck; GDH-TPI coupled enzyme counterscreen, NADH absorbance; 360,000 compounds, 1.2% hits; inhibition, % at 4.8 µM; in the data active = inhibition above about 30%;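 note: 0% = DMSO wells and 100% = wells lacking the enzyme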
PfHsp40 rescue – rescue of yeast from PfHsp40 toxicity, primary screen, S. cerevisiae, ATP luminescence. S. cerevisiae expressing PfHsp40, growth rescue. growth rescue, % at 12.5 µM. 340,000 compounds, 0.68% hits; in the data active = growth rescue above about 28%, passing the limit was not always enough; inconclusive = no clear call, values can overlap the other calls;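 note: yeast W303a lacking pdr1 and pdr3 grown in galactose medium; growth measured after three days at 30 °C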
Anthrax LF inh2 – Bacillus anthracis LF protease inhibitors, primary screen, biochemical, multiplex microsphere, MLPCN library. multiplex microsphere protease cleavage assay. inhibition, % at 10 µM. 360,000 compounds, 0.12% hits; note: plate controls were buffer without enzyme for full effect and enzyme alone for no effect
BoNT F protease – BoNT/F light chain protease inhibitors, primary screen, biochemical, flow cytometry, MLPCN library; 360,000 compounds, 0.22% hits; Multiplex microsphere protease cleavage assay; inhibition, % at 10 µM; Botulinum neurotoxin type F light chain protease (Clostridium botulinum); AID 588497, 2011; in the data active = inhibition above about 35%, passing the limit was not always enough; inconclusive = no clear call, values can overlap the other calls; note: plate controls were buffer without enzyme for full effect and enzyme alone for no effect
* = called active by the depositor; u = inconclusive; x = no result given. Cut-off read from the data, not from the text of the source, unless noted: active = inhibition above about 30%; inconclusive = no clear call, values can overlap the other calls; inactive = below that. Outcome played no part in choosing rows (roughly 4.7% active in at least one column).

SMILES | FBA Mtb inh | BoNT-A LC inh2 | FadD28 binding | UGM FP inh | BioA inh | GDH-TPI inh | PfHsp40 rescue | Anthrax LF inh2 | BoNT F protease
Cc1ccc(-c2nc(SCC(=O)c3c(N)n(C4CC4)c(=O)[nH]c3=O)n[nH]2)cc1 | 1.2 | 0.6 | 0.1 | -1.4 | -1.5 | 2.5 | -0.6 | 4.0 | -5.8
CCOc1ccc(NC(=O)CSc2nnc(Cn3c(=O)sc4ccccc43)n2C)cc1 | -2.2 | -0.9 | -4.9 | 0.5 | -0.3 | 4.0 | -0.6 | -9.2 | -0.7
O=C(NCc1ccccc1F)C1CCCN1C(=O)Nc1ccc(Cl)cc1 (configuration not stated) | -0.2 | -2.9 | -1.3 | -0.9 | x | -1.5 | -0.3 | -9.2 | 7.9
CC(C)C(NC(=O)c1ccccc1F)C(=O)Nc1nccs1 (configuration not stated) | 4.5 | 0.3 | -1.7 | 3.5 | x | 1.9 | -2.3 | 3.0 | -2.6
COc1cccc(-c2cc(C(F)(F)F)nc(N3CCOCC3)n2)c1 | 2.2 | 1.6 | -4.9 | -2.7 | -1.2 | 13.6 | -0.6 | -1.9 | 11.4
CC(=O)c1ccc(OCC(O)CN2CCOCC2)cc1 (configuration not stated) | -0.5 | 0.0 | -1.1 | 2.6 | -0.3 | 3.9 | -0.2 | -3.4 | -3.0
CNC(=S)SCCOc1ccccc1 | 1.3 | u | -1.5 | -3.4 | x | 6.4 | -0.4 | -19.7 | u
CC(=O)c1cccc(NC(=O)CSc2ccc(-c3cccnc3)nn2)c1 | 3.1 | -0.7 | 0.4 | x | 2.9 | 3.1 | -1.1 | 0.6 | -14.7
CCC(C)(C)NC(=O)CN(Cc1ccccc1)C(=O)CCC(=O)Nc1nccs1 | 1.8 | -1.1 | -2.5 | 1.2 | -0.6 | -2.5 | -0.2 | 1.4 | -6.8
C=CCn1c(=O)c2c(nc3n2CCCN3Cc2ccccc2)n(C)c1=O | -1.4 | -0.5 | -1.3 | -1.0 | 8.3 | -5.7 | 0.0 | -1.1 | -9.2
COc1ccc(-c2csc(NC(=O)c3nc(-c4ccccc4)oc3C)n2)cc1 | 1.7 | -0.3 | -3.2 | -0.8 | -0.4 | 10.6 | 0.0 | -6.5 | -14.7
CN(Cc1ccc(F)cc1)C(=O)c1ccc(NC(=O)CC2SC(N3CCCC3)=NC2=O)cc1 (configuration not stated) | 2.6 | 9.3 | -1.7 | -0.9 | -0.1 | 2.1 | 1.4 | -3.0 | u
CC1CCCCN1C(=O)CCS(=O)(=O)Cc1ccccc1 (configuration not stated) | -0.2 | -2.4 | 2.5 | -1.9 | -0.6 | 7.5 | 0.1 | -2.8 | 2.3
Cn1c(=O)c2c(ncn2CC(=O)OCC(=O)Nc2ccccc2)n(C)c1=O | -1.5 | -0.5 | -4.6 | -0.5 | x | -1.8 | 1.2 | -2.3 | -3.6
CC(NC(=S)Nc1c(Br)cccc1OC(F)F)C(C)(C)C (configuration not stated) | -3.4 | -0.1 | -4.6 | -2.1 | x | 4.5 | -0.8 | -1.7 | -3.4
Cc1cc(C(=O)NCCN2CCN(c3cccc(Cl)c3)CC2)n(-c2ccccc2)n1 | 2.3 | 0.1 | -3.3 | -0.5 | -0.5 | -3.8 | 0.0 | 2.9 | -4.3
CCN1CCN(C(=S)Nc2cccc(C(F)(F)F)c2)CC1 | -0.2 | -0.3 | -6.5 | -1.7 | -0.3 | 3.2 | 0.0 | -3.8 | -1.8
Cn1c(CNC(=O)c2cccs2)nnc1SCC(=O)Nc1ccc(Cl)cc1 | -2.2 | u | -3.7 | -0.6 | 2.0 | -18.2 | -1.2 | -4.0 | 0.3
O=c1c(C=NCCN2CCNCC2)c(O)n(C2CCCCC2)c(=O)n1C1CCCCC1 | -2.6 | 0.0 | -7.6 | 3.5 | -2.6 | 7.9 | -1.5 | -2.8 | -12.4
CCc1ccccc1NC(=O)C1=CC(c2cccs2)=NS(=O)(=O)N1C | 0.6 | 0.1 | -3.7 | 1.9 | 2.7 | 7.3 | 0.2 | -10.7 | -0.6
C=CCN1/C(=C(\C#N)C2=NS(=O)(=O)c3ccccc32)N(C)c2ccccc21 | -1.5 | -0.9 | 0.1 | -0.6 | 0.8 | 23.7 | -0.6 | -1.8 | 1.7
O=S(=O)(c1cnc(Cl)c(Br)c1)N1CCCCCC1 | 5.1 | -0.2 | 0.1 | 4.8 | x | 7.0 | -0.1 | 1.2 | -3.1
CSc1nc2[nH]ncc2c(=O)n1-c1ccccc1 | -3.4 | 0.6 | -4.4 | -0.3 | x | -9.4 | 0.1 | 1.8 | 6.7
N#CCCn1c(-c2nonc2NC(=O)c2ccccc2Cl)nc2ccccc21 | 4.8 | -1.9 | -1.5 | 0.8 | 0.4 | 15.0 | -1.2 | -4.1 | -14.9
O=C(N/N=C/c1cccc2cccnc12)c1ccccc1O | -2.4 | -1.5 | -0.5 | 2.0 | -0.7 | 21.2 | 2.2 | 2.3 | -9.3
O=C1/C(=C/c2cccnc2)SC(=S)N1Nc1ccccc1 | 1.3 | -0.3 | -0.8 | 1.1 | -0.4 | 8.9 | x | -3.6 | -9.7
CC1(C)CC(=O)C=C(NCCN2CCN(C(=O)Nc3ccc(Cl)c(Cl)c3)CC2)C1 | -2.3 | -0.1 | -6.8 | 1.5 | 6.4 | -2.5 | -1.3 | -1.8 | -9.9

A second format for some results above.
CCC(C)(C)NC(=O)CN(Cc1ccccc1)C(=O)CCC(=O)Nc1nccs1
- FBA Mtb inh: 1.8
- BoNT-A LC inh2: -1.1
- FadD28 binding: -2.5
- UGM FP inh: 1.2
- BioA inh: -0.6
- GDH-TPI inh: -2.5
- PfHsp40 rescue: -0.2
- Anthrax LF inh2: 1.4
- BoNT F protease: -6.8

C=CCn1c(=O)c2c(nc3n2CCCN3Cc2ccccc2)n(C)c1=O
- FBA Mtb inh: -1.4
- BoNT-A LC inh2: -0.5
- FadD28 binding: -1.3
- UGM FP inh: -1.0
- BioA inh: 8.3
- GDH-TPI inh: -5.7
- PfHsp40 rescue: 0.0
- Anthrax LF inh2: -1.1
- BoNT F protease: -9.2

Results in GDH-TPI inh, BoNT-A LC inh2 and PfHsp40 rescue, for 4 of the compounds above:
molecule	GDH-TPI inh	BoNT-A LC inh2	PfHsp40 rescue
Cn1c(=O)c2c(ncn2CC(=O)OCC(=O)Nc2ccccc2)n(C)c1=O	-1.8	-0.5	1.2
CC(NC(=S)Nc1c(Br)cccc1OC(F)F)C(C)(C)C (configuration not stated)	4.5	-0.1	-0.8
Cc1cc(C(=O)NCCN2CCN(c3cccc(Cl)c3)CC2)n(-c2ccccc2)n1	-3.8	0.1	0.0
CCN1CCN(C(=S)Nc2cccc(C(F)(F)F)c2)CC1	3.2	-0.3	0.0

Source: PubChem BioAssay
